# Bioassay records as filed in PubChem BioAssay.
# MsrA inh – bovine MsrA inhibition; inhibition, % at 15.5 µM; purified bovine MsrA, absorbance read-out; 360,000 compounds, 0.75% hits; AID 651718; in the data active means inhibition above about 4.5%;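 further: 0% = vehicle wells with enzyme and 100% = reference inhibitor wells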
# MLLE-PAM2 inh – inhibitors of microRNA-mediated deadenylation, human PABP1 MLLE binding; 360,000 compounds, 0.36% hits; inhibition, % at 20 µM; GST-MLLE / FITC-PAM2 fluorescence polarization; P11940; in the data active means inhibition above about 35%, passing the limit was not always enough;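 further: plate controls were DMSO wells with GST-MLLE for no effect and wells lacking GST-MLLE protein for full effect; some results filed as inactive read as strong as hits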
# CSN deneddyl inh – blocks human CSN-mediated cullin deneddylation; AID 651999; Q92905; Purified CSN, SCF-Nedd8-OG deneddylation, fluorescence polarization; 360,000 compounds, 0.38% hits; inhibition, % at 12.5 µM;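 active means pattern-corrected inhibition above about 35%, with an unprinted fluorescence ratio check between 0.5 and 1.5, limit read from the data, passing the limit was not always enough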;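 further: 0% = enzyme with substrate and 100% = substrate without enzyme; some results filed as inactive read as strong as hits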
# Target sequence (Q92905 whole entry, looked up, one chain of several): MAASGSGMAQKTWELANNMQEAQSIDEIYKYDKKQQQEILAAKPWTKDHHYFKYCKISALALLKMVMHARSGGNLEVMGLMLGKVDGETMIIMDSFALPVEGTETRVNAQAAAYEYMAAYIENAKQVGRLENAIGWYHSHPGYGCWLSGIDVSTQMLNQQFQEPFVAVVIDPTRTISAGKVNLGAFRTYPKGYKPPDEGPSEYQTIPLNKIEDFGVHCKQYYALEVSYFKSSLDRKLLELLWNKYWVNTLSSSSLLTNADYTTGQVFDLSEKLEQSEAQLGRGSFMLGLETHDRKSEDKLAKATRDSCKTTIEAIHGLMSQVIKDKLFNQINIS
#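 Assay system: purified human Csn5 enzyme expressed in HEK293T cells; measure: % inhibition; also added: SCFSkp2-Nedd8OG substrate at 10 nM final; technique: fluorescence polarization; times: reaction 90 min, room temperature; medium: Tris buffer pH 7.5, NaCl, DTT, Tween-20, trehalose, ovalbumin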
# eLon inh – inhibits E. coli Lon protease; P0A9M0; purified E. coli Lon protease, fluorescence polarization; inhibition, % at 7.94 µM; 360,000 compounds, 0.42% hits; in the data active means inhibition above about 13%, passing the limit was not always enough;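 further: 0% = enzyme with probe and DMSO and 100% = no enzyme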
# Rpn11 inh – inhibitors of human proteasome Rpn11. O00487. human 26S proteasome, Ub4-pepOG fluorescence polarization; 20S core pre-blocked with epoxomicin. 360,000 compounds, 0.59% hits. AID 588493. calls only at 20 µM;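 active means inhibition at 20 µM, scaled to each plate's controls, above about 33%, limit read from the data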
# Target sequence (O00487 whole entry, looked up): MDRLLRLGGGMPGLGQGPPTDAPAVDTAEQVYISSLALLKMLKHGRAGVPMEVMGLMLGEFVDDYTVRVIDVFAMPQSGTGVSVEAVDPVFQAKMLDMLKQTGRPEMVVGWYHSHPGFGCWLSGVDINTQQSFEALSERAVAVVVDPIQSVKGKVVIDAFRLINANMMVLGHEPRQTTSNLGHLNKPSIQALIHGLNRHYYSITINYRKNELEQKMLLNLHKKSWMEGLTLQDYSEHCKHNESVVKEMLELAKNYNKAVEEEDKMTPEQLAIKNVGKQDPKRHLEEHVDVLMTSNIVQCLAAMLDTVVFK
# MT1-MMP act inh – blocks activation of human MT1-MMP; 360,000 compounds, 0.061% hits; P50281; GFP/RFP ratio change, % at 20 µM; HT1080 RFP-PRO-GFP cells, GFP/RFP ratio fluorescence, overnight; percent of plate control window, DMSO zero;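 active means GFP/RFP ratio change of at least 30% with cell ATP level not reduced by more than half and red fluorescence within 50% of control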; further: strong numbers were not always called active
#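 Assay system: RFP-PRO-GFP reporter HT1080 cells; read-out basis: GFP/RFP fluorescence ratio; benchmarks: DMSO wells and RFP-L50D-GFP cells; doses: 20 µM single dose, 1% DMSO; schedule: overnight cell settling, then overnight compound exposure, 37 °C, 5% CO2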
# Rin1-Abl PPI inh – blocks binding of human Rin1 to Abl; P00519+Q13671; TR-FRET Rin1/Abl binding, biochemical; inhibition, % at 7.35 µM; 360,000 compounds, 0.4% hits; AID 588664; in the data active means inhibition above about 5%, passing the limit was not always enough
# FAS-TE inh – blocks the thioesterase domain of human fatty acid synthase | P49327 | recombinant FAS-TE, OMFH fluorogenic substrate, fluorescence endpoint | inhibition, % at 15 µM | 360,000 compounds, 0.67% hits;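 active means compounds whose normalised, plate-corrected inhibition of enzyme fluorescence in the single-dose primary screen is 50% or more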;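 further: 0% = DMSO with enzyme and 100% = substrate without enzyme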
# bovine MsrA act – activators of bovine methionine sulfoxide reductase A | purified bovine MsrA, absorbance read-out | activation, % at 10.6 µM | 360,000 compounds, 0.3% hits; in the data active means activation above about 7.5%;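 further: 0% = vehicle and 100% = reference activator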
# * hit, by the source's call; i = inactive; . = not tested or not shown.
SMILES,MsrA inh,MLLE-PAM2 inh,CSN deneddyl inh,eLon inh,Rpn11 inh,MT1-MMP act inh,Rin1-Abl PPI inh,FAS-TE inh,bovine MsrA act
C/C=C/c1ccc(OCC(=O)N(C)CC(=O)Nc2ccc(F)cc2)c(OC)c1,-0.5,-11,-3,-13,i,3,-1,-1,-2
CN(NS(C)(=O)=O)c1c(C#N)c(C(F)(F)F)nn1C,0.3,6,-17,0,i,0,2,-1,-3
C/C=N/NC(=O)c1cc(Br)ccc1O,1.5,6,-2,-7,i,3,-2,-9,4
COc1ccc(NS(=O)(=O)c2cccc3nsnc23)cc1Cl,0.8,-24,3,-1,i,2,-1,-1,0
N#CN/C(=N\S(=O)(=O)c1ccccc1)c1ccccc1,0.5,11,3,-4,i,1,-1,-4,0
O=c1[nH]c2cc(F)ccc2c2ccc(F)cc12,2.4,6,-4,2,i,-4,2,0,-1
COc1ccc(/C=C/C(=O)OCC(=O)Nc2ccc3[nH]c(=O)[nH]c3c2)cc1OC,1.2,-10,-1,12,i,-3,-5,-10,-3
COc1ccc(C2CC(=O)Oc3c(C(C)C)ccc(C)c32)cc1 (centres undefined),-0.4,-1,-2,-15,i,2,-2,17,-8
O=C(OCC(=O)N1N=C(c2ccc(Cl)cc2)CC1c1ccco1)c1ccccc1O (centres undefined),2.6,1,7,1,i,-15,2,34,-1
CCCN1CCC(=O)N([C@H](CSc2ccccc2)c2ccccc2)CC1,-0.1,21,-4,-5,i,4,3,0,1
COc1cccc(-c2nnc(SCCOc3ccc4c(C)cc(=O)oc4c3)o2)c1,-0.1,-28,-5,7,i,5,2,11,2
Cc1cccc(C(=O)OCC(=O)NCc2cccs2)c1,2.0,15,-1,3,i,-5,3,-7,-7
Cc1ccccc1OCC(=O)OCC(=O)NC1CCCC(C)C1C (centres undefined),-0.4,7,1,9,i,1,5,-3,-9
CCCOc1ccc(/C=C/C(=O)NC2CCCCC2)cc1OC,1.5,2,0,3,i,0,1,-6,-2
CCCCNC(=O)C1(O)c2ccccc2NC(=O)N1c1ccc(Cl)cc1 (centres undefined),-1.0,-4,-8,-4,i,4,0,-2,2
O=C1C=C(NCC2CCCO2)CC(c2ccccc2)C1 (centres undefined),-0.3,-1,1,-2,i,2,2,-6,-3
CC(=O)c1sc(NC(=O)c2c(F)cccc2F)nc1C,3.7,-10,1,-5,i,0,-2,-4,-5
O=C(COc1ccc(F)cc1Cl)Nc1nc(-c2ccccn2)cs1,-0.9,-16,0,-14,i,5,-1,2,-3
Cc1ccc(-n2ccc(=O)c(C(=O)Nc3ccc(S(=O)(=O)Nc4onc(C)c4C)cc3)n2)cc1,4.8*,-3,7,5,i,-2,-1,-5,-12
CCc1nnc(NC(=O)C2Cc3ccccc3CN2S(=O)(=O)c2c(C)c(C)cc(C)c2C)s1 (centres undefined),0.8,0,-3,-8,i,0,3,21,-6
Cc1ccc2[nH]c(=O)c(CN(CCCN(C)C)C(=O)Nc3cccc(Cl)c3)cc2c1,0.2,-1,2,-7,i,-8,3,7,-2
CCOC(=O)c1cc2c(c(-c3cccc(-c4cc5ccccc5o4)c3)n1)[C@@H](CCO)N(S(=O)C(C)(C)C)C2 (some centres undefined),-0.3,-23,7,-18,i,0,-6,-4,-3
COc1cccc(OC)c1C(=O)Nc1nc2ccc(S(C)(=O)=O)cc2s1,0.3,9,5,-6,i,-6,-1,0,0
Cn1c(C(=O)Nc2ccc3c(c2)OCCO3)cc2c(=O)n(C)c3ccccc3c21,2.3,-2,-5,-3,i,5,0,10,2
O=c1[nH]cnc2[nH]ncc12,-1.7,-3,-2,-10,i,2,0,0,-2

# Quoted from the listing:
# `C/C=C/c1ccc(OCC(=O)N(C)CC(=O)Nc2ccc(F)cc2)c(OC)c1` in Rin1-Abl PPI inh → -1
# `COc1cccc(OC)c1C(=O)Nc1nc2ccc(S(C)(=O)=O)cc2s1` in bovine MsrA act → 0
# `O=C(OCC(=O)N1N=C(c2ccc(Cl)cc2)CC1c1ccco1)c1ccccc1O` (centres undefined) in MsrA inh → 2.6

# More results follow:
SMILES,MsrA inh,MLLE-PAM2 inh,CSN deneddyl inh,eLon inh,Rpn11 inh,MT1-MMP act inh,Rin1-Abl PPI inh,FAS-TE inh,bovine MsrA act
O=C(Oc1cc(=O)oc2c1c(=O)n1c3c(cccc23)CC1)c1ccccc1,1.6,-14,-1,-1,i,5,-1,0,-2
Cc1cccc(Cc2nnc(CCC(=O)NCc3cnc4ccccn34)o2)c1,0.6,-1,-1,-7,i,0,4,-11,-3
COc1ccc(CCNC(=O)CSc2nnc(CNC(=O)c3cc(OC)c(OC)c(OC)c3)o2)cc1OC,-0.4,13,-3,-8,i,1,-3,-8,-3
Cc1oc2ccc(O)cc2c1C(=O)c1ccc(Br)cc1,-0.1,6,0,0,i,-5,0,12,0
CCCCc1ccc(N=N/C(C(=O)Nc2cc(OC)c(NC(C)=O)cc2OC)=C(/C)O)cc1,0.8,-1,-3,-4,i,10,-2,-6,-3
Cc1cccc(NC(=O)NNC(=O)c2cc3ccccc3cc2O)c1C,0.4,-15,2,0,i,-10,1,1,-3
CSc1nc2c(c(-c3ccccc3)c1C#N)CCC2,0.5,-10,8,11,i,0,-14,24,-1
Cc1c(C(=O)N/N=C/c2c(O)ccc3ccccc23)nnn1-c1nonc1N,-0.6,-10,-1,3,i,-7,3,5,-5
O=C(NCc1ccccn1)C1CCC(=O)N1C1CCCCC1 (centres undefined),-0.6,8,1,-14,i,-1,1,-12,-8
O=C(NNC(=O)C12CC3CC(CC(C3)C1)C2)c1cccc([N+](=O)[O-])c1,-1.1,1,0,-5,i,3,1,22,-2
Cc1cc(/C=N/NC(=O)CC#N)c(C)n1-c1ccc([N+](=O)[O-])cc1,2.2,9,2,-3,i,6,4,-1,-7
COc1ccc(C(CC(=O)Nc2nccs2)n2cccc2)cc1 (centres undefined),0.9,-7,-2,7,i,2,-3,0,-11
Cc1c(C(=O)NCCSCc2c(Cl)cccc2Cl)cccc1[N+](=O)[O-],1.4,4,1,7,i,-4,1,34,-4
O=C(O)C1CC=C(Cl)CC1C(=O)NCc1ccccc1 (centres undefined),0.8,-5,5,-2,i,-4,3,-7,-3
CC(C)CC(NC(=O)OCc1ccccc1)C(=O)NC(Cc1c[nH]c2ccccc12)C(=O)O (centres undefined),.,-1,-2,4,i,2,1,-6,-3
CCO[C@H]1OC(C(=O)NCc2ccccc2)=C[C@@H](c2ccccc2)[C@@H]1CCCO,0.2,5,0,7,i,-1,-1,-6,-4
CC1(C(=O)NS(=O)(=O)Cc2cccc(Cl)c2)CCN1C(=O)CCc1cccs1 (centres undefined),1.2,2,1,-5,i,0,-6,-7,-3
COc1ccc(-c2c(-c3cc(OC)cc(OC)c3)n(C)c3ccc(-c4ccc(N(C)C)nc4)cc23)cc1,-0.4,-8,-2,-7,i,-3,1,31,-5
CCOC(=O)c1c(NC(=O)CSc2nc(C)cc(C)c2C#N)sc(C(C)=O)c1C,-0.5,5,9,4,i,-1,0,9,-2
Cc1ccc(-c2csc3ncn(CC(=O)NCC(c4ccco4)N4CCCC4)c(=O)c23)cc1 (centres undefined),1.9,-26,2,1,i,-5,0,-3,-2
COc1ccc(NC(=O)COC(=O)c2ccc(Cl)c(S(N)(=O)=O)c2)c([N+](=O)[O-])c1,1.9,-3,2,4,i,2,-5,5,-2
Cn1ncc(N=Cc2ccccc2)c1C(N)=O,0.3,-11,50,4,i,3,-3,-8,-5
CC(=O)c1ccc(NC(=O)N2CCCC(C(=O)c3ccc4c(c3)OCO4)C2)cc1 (centres undefined),0.6,6,-5,-9,i,11,0,0,-11
CN(C)CCCN(C(=O)c1ccc(C(=O)c2ccccc2)cc1)c1nc2ccc(F)cc2s1,0.3,7,1,-9,i,3,1,17,-3
CCOC(=O)c1oc2ccccc2c1COC(=O)CNC(=O)c1cc(OC)c(OC)c(OC)c1,-1.1,-15,3,1,i,4,1,4,-6

# (next part)
SMILES,MsrA inh,MLLE-PAM2 inh,CSN deneddyl inh,eLon inh,Rpn11 inh,MT1-MMP act inh,Rin1-Abl PPI inh,FAS-TE inh,bovine MsrA act
CC(=O)Nc1cccc(-c2nnc(-c3ccccc3)o2)c1,-0.7,5,1,-5,i,3,3,-6,-5
N#C/C=C/N1CCN(Cc2ccc3c(c2)OCO3)CC1,-0.8,-6,-3,5,i,-3,-2,-1,-3
C[C@H]1CN([C@@H](C)CO)C(=O)CCCn2nncc2CO[C@H]1CN(C)C(=O)NC1CCCCC1,-0.9,3,0,13*,i,0,2,-9,-1
O=C(COC(=O)CNS(=O)(=O)c1ccccc1)NC12CC3CC(CC(C3)C1)C2,-0.5,4,3,-5,i,1,0,-4,-8
O=C(NC1CCCc2c1cnn2-c1ccc(F)cc1F)c1ccccn1 (centres undefined),-2.2,3,0,-12,i,-3,2,2,-4
Cn1c(C2=C(O)CN(c3ccccc3)C2=N)nc2ccccc21,-0.5,12,-7,-2,i,2,-1,-8,-8
O=C1NC2(CCc3ccccc32)C(=O)N1CCOc1ccc(Cl)cc1 (centres undefined),-1.3,-10,1,1,i,1,-3,6,-2
COc1cc(/C=C/C(=O)Nc2nc3ccc(S(=O)(=O)NC(C)C)cc3s2)cc(OC)c1OC,1.4,8,-5,-6,i,4,0,-5,-2
c1coc(-c2nnc(NC3=NCCC3)o2)c1,1.8,-20,0,-4,i,14,2,-10,-11
CC(C)[C@H](CN1CCC[C@H]1CN1C(N)=NC[C@@H]1Cc1ccccc1)N1C[C@@H](Cc2ccccc2)N(CCc2ccc(Cl)c(Cl)c2)C1=N,.,0,6,7,i,1,-2,-113,-7
COc1ccc(N2CCN(S(=O)(=O)c3cn(C)cn3)CC2)cc1,-0.4,-4,-3,0,i,-1,1,-6,-1
CN(C(=O)c1cc2c(s1)-c1ccccc1S(=O)(=O)C2)c1ccccc1,1.9,3,-1,-7,i,0,-7,26,-7
Cc1cc(-c2csc(NC(=O)c3ccccc3C(F)(F)F)n2)c(C)n1Cc1ccccc1,2.1,-29,-6,-9,i,-11,-3,-2,-3
Cc1ccc(S(=O)(=O)C=CS(=O)(=O)c2ccc(C)cc2)cc1,-0.6,16,6,1,i,5,-5,16,-8
O=[N+]([O-])c1ccccc1S(=O)(=O)Nc1cccc(-c2ccc(N3CCOCC3)nn2)c1,1.1,5,-3,5,i,6,-3,-5,-3
O=S(=O)(NCC(c1cccnc1)N1CCN(Cc2ccccc2)CC1)c1ccc(Cl)cc1 (centres undefined),0.2,-17,-1,-5,i,1,1,-4,-3
C=CCn1c(C(C)(C)C)nc2ccccc21,1.1,6,-4,5,i,-7,-3,-5,-2
C=CCc1c(C)nn(CC(=O)O)c1-c1ccccc1,-1.1,-1,0,-3,i,0,-1,-4,-3
CCCCN1C(=O)Cc2c1nc(N)c1c(N)nc(N(CCC)CCC)c(C#N)c21,0.1,14,22,13,i,3,1,-8,-10

# 3 compounds from above, reduced to eLon inh and FAS-TE inh.
compound,eLon inh,FAS-TE inh
Cc1ccccc1OCC(=O)OCC(=O)NC1CCCC(C)C1C (centres undefined),9,-3
CCCOc1ccc(/C=C/C(=O)NC2CCCCC2)cc1OC,3,-6
CCCCNC(=O)C1(O)c2ccccc2NC(=O)N1c1ccc(Cl)cc1 (centres undefined),-4,-2

# Compounds were not picked by outcome; about 3.7% have a hit in one of these screens.
